hDAT+cocaine – changed hDAT dopamine uptake under cocaine IC80, either direction, primary screen, cocaine antagonist project, cell-based, LLC-PK1 hDAT, [14C]-dopamine uptake, MLSMR. LLC-PK1 hDAT cells, [14C]-dopamine uptake with cocaine IC80; actives deviate in either direction. 110,000 tested, 1.3% active. B-score at 10 µM;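 active = Z score or B-score, a plate-position-corrected score, falls beyond the plate's 99.7% confidence bounds, in either direction; inactive = both scores lie inside the 99.7% bounds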;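 note: scored against the spread of the other compound wells on the same plate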
Target sequence (Q01959 whole entry, looked up): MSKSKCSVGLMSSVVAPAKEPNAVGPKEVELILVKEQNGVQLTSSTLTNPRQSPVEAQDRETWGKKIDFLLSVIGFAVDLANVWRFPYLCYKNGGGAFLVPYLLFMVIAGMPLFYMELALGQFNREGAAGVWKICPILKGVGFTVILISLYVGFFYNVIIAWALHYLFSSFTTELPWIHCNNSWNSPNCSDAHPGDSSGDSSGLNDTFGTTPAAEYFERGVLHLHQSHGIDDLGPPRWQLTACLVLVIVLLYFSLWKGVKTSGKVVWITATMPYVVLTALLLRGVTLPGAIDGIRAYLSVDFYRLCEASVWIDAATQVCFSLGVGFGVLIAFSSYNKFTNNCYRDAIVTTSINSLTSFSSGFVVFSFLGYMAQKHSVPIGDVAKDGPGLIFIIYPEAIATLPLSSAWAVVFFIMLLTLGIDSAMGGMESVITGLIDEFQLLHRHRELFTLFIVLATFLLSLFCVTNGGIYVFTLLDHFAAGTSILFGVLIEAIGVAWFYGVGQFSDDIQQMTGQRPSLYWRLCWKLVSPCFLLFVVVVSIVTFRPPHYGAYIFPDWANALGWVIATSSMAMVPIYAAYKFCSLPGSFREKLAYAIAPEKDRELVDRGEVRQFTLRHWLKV
CYP2C19 activ – human CYP2C19 activators, primary screen, biochemical, luminescence. Cytochrome P450 2C19 (Homo sapiens), P33261. recombinant CYP2C19, luciferin-H EGE luminescence; stronger effect = higher value; 0 = fully inhibited enzyme, 1 = untreated enzyme. activation factor at 5 µM. 96,000 tested, under 10 active. AID 1025, 2008;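 active = activation factor of at least 2 at 5 µM in the primary screen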;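 note: 0 = wells with 2.5 mM tranylcypromine and 1 = vehicle-only wells; values of inactives mirror those of a sister screen read the other way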
PostGolgi ctrl – growth inhibition of yeast control strain, primary screen, counter-screen for post-Golgi transport modulator project; 98,000 tested, 5% active; efflux-deficient yeast background strain, growth absorbance A615, 16 h; AID 738, 2007; inhibition, % at 10 µM
S1P2 ag – S1P2 receptor agonists, primary screen, cell-based. AID 729, 2007. Sphingosine 1-phosphate receptor 2 (Homo sapiens), O95136. activation, % at 4.5 µM. 97,000 tested, 0.46% active. S1P2-expressing cell line, agonist reporter read-out; in the data active = activation above about 16%;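 note: 0% = vehicle low control and 100% = maximal reference agonist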
Target sequence (O95136 whole entry, looked up): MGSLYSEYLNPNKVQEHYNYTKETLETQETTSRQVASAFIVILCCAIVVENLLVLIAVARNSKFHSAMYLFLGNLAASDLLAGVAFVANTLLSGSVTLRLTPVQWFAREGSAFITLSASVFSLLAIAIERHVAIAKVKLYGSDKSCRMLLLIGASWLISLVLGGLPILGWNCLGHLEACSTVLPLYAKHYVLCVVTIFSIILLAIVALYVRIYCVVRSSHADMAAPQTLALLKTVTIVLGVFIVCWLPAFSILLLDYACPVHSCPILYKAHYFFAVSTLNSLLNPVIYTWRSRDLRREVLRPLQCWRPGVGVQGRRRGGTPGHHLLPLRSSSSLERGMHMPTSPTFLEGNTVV
CYP2C19 inh – blockers of cytochrome P450 2C19 activity – biochemical, luminescence, ADME assay, primary screen; CYP2C19 Supersomes, luciferin-H EGE luminescence, 30 min; inhibition, % at 5 µM; 96,000 tested, 21% active;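 active = CYP2C19 inhibition above a set limit at 5 µM in the primary screen, cut at about 50% in these data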;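 note: plate controls were negative control wells for no effect and 2.5 mM tranylcypromine positive control for full effect; values of inactives mirror those of a sister screen read the other way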
S1P2 antag – human S1P2 receptor antagonists, primary screen, cell-based; Sphingosine 1-phosphate receptor 2 (Homo sapiens), O95136; cell-based S1P2 antagonist assay, inhibition at 5 uM; inhibition, % at 5 µM; 97,000 tested, 0.21% active; in the data active = inhibition above about 45%;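 note: CRE beta-lactamase reporter cells expressing human S1P2 stimulated with S1P; 0% = agonist at EC80 alone and 100% = agonist plus reference antagonist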
sEH act – soluble epoxide hydrolase activators, primary screen, biochemical, human sEH; Bifunctional epoxide hydrolase 2 (Homo sapiens), P34913; purified human sEH enzymatic activity, activator screen; activation, % at 2 µM; 91,000 tested, 0.04% active; AID 717, 2007; in the data active = activation above about 37%; note: values of inactives mirror those of a sister screen read the other way
sEH inhibitor – soluble epoxide hydrolase inhibitors, primary screen, biochemical, human sEH; Bifunctional epoxide hydrolase 2 (Homo sapiens), P34913; 91,000 tested, 0.34% active; inhibition, % at 2 µM; recombinant human sEH enzymatic activity assay; in the data active = inhibition above about 80%; note: values of inactives mirror those of a sister screen read the other way; many of its hits are not listed in these tables
PostGolgi yeast – phenotypic screen on post-Golgi transport, primary screen. AID 739, 2007. post-Golgi transport phenotypic cell assay. inhibition, % at 10 µM. 98,000 tested, 0.9% active;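 note: yeast cells grown in 1536-well plates; yeast grown about 18 h at 30C before absorbance read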
Starred values were filed as active, the others as inactive; . = not tested or not shown. Cut-off read from the data, not from the text of the source, unless noted: active = inhibition above about 30%; inactive = the rest.

SMILES | hDAT+cocaine | CYP2C19 activ | PostGolgi ctrl | S1P2 ag | CYP2C19 inh | S1P2 antag | sEH act | sEH inhibitor | PostGolgi yeast
Cn1c(Cc2ccccc2)nnc1SCCC(=O)Nc1ccccc1 | 0.38 | 1 | 2 | 0 | 3 | 8 | -5 | 5 | 15
C=CCc1ccc(OCCOCCN(C)C)c(OC)c1 | -0.85 | 0.9 | 1 | -6 | 9 | 4 | -4 | 3 | 1
CC(C)c1ccc(NC2(C#N)C(=O)Nc3ccccc32)cc1 (centres undefined) | . | 0.7 | 7 | 8 | 34 | 6 | -9 | 10 | -7
O=C(Nc1cccc(Cl)c1)C1CCCN(S(=O)(=O)c2ccc(F)cc2)C1 (centres undefined) | 0.092 | 0.8 | 14 | -5 | 23 | 18 | -28 | 28 | -6
CCn1c(O)c(/C=N/N=C2CCCC2)c2ccc(C3=NNC(=O)CC3)cc21 | -0.49 | 0.8 | 8 | 0 | 20 | -28 | 3 | 0 | 1
CCCCN(N=Nc1nonc1OC)c1nonc1OC | -0.028 | 0.1 | 5 | -3 | 85* | -14 | -1 | -4 | 7
CCCCOc1ccc(-c2cc(C(=O)NNC(=S)NCC)c3ccccc3n2)cc1 | 0.033 | 0.8 | 8 | 4 | 20 | -17 | -7 | 9 | -4
COc1ccccc1-c1cc(C(=O)NC(C)c2ccccc2)no1 (centres undefined) | 0.071 | 0.9 | 61* | -4 | 10 | 0 | -15 | 14 | 14
COc1ccc(NC(=O)CN2CCN(S(=O)(=O)c3ccc(F)cc3)CC2)cc1Cl | 0.52 | 1 | 8 | -5 | 0 | 2 | -12 | 13 | 1
COc1cccc(C(=O)N2CCN(Cc3ccccn3)CC2)c1OC | -1.5 | 0.9 | 18 | -12 | 6 | 6 | . | . | 3
Cc1cccc(-c2onc3ccc(C4(C)OCCO4)cc23)c1 | -0.32 | 0.1 | 18 | -2 | 88* | -10 | 6 | -8 | 19
Cn1c(C(=O)N2CCN(C3CCCCC3)CC2)cc2c(=O)n(C)c3ccccc3c21 | 1.2 | 1.1 | 6 | -1 | -6 | -11 | . | . | -10
CN=C1SC(CC(=O)Nc2ccccc2F)C(=O)N1C (centres undefined) | 1.4 | 1 | -2 | . | -5 | . | . | . | -6
O=C(NC1CCCCCC1)C1CCN(c2nc3ccccc3o2)CC1 | . | 0.8 | 19 | -6 | 20 | 18 | . | . | -1
CC1=NN(C(=O)c2ccc(Br)cc2)C(O)(C(F)(F)OC(F)(F)F)C1 (centres undefined) | . | 0.5 | -2 | -8 | 53* | -3 | 2 | -2 | -6
Cc1nc2[nH]c(=S)[nH]c2cc1Br | -0.011 | 1.1 | 0 | -7 | -9 | 1 | 2 | -1 | -5
CC1=C2C(CCS2(=O)=O)CC2(C1)C(=O)OC(C)(C)OC2=O (centres undefined) | . | 0.2 | -1 | -6 | 82* | 5 | 21 | -25 | -7
Cc1ccc(S(=O)(=O)N(CC(=O)NCCSc2ccccn2)c2cc(C)cc(C)c2)cc1 | -0.44 | 0.6 | 2 | -3 | 42 | 17 | -1 | 2 | -5
CC(=O)c1ccc(Nc2ncnc3c2oc2ccccc23)cc1 | 1 | 0.9 | 0 | -4 | 12 | 0 | -5 | 4 | -6
Cc1cc(C)cc(N(C(C)C(=O)NC2CCCC2)S(C)(=O)=O)c1 (centres undefined) | -0.22 | 0.5 | 9 | -2 | 47 | 10 | 1 | 2 | -7
N#CC1=C(SCC(=O)c2ccccc2)NC2=C(C(=O)CCC2)C1c1ccco1 (centres undefined) | . | 0.1 | 11 | . | 94* | . | . | . | 0
CCOC(=O)c1ccc(NC(=O)C2=C(C)Nc3nc(CCCO)nn3C2c2cccc(C)c2)cc1 (centres undefined) | 0.6 | 0.8 | 0 | -4 | 15 | 7 | -10 | 8 | 0
CC(C)C(=O)Nc1nnc(CCN2CCOCC2)s1 | -1.1 | 1.2 | 7 | -2 | -17 | 17 | 3 | -3 | 1
C=CCn1c(C)cc(C(=O)CSc2nnc3c(Cl)cc(Cl)cn23)c1C | -0.31 | 0.2 | 3 | -2 | 78* | -9 | 2 | -8 | -3

Laid out differently: entries from further up.
Below each compound – hDAT+cocaine	CYP2C19 activ	PostGolgi ctrl	S1P2 ag	CYP2C19 inh	S1P2 antag	sEH act	sEH inhibitor	PostGolgi yeast
Cc1nc2[nH]c(=S)[nH]c2cc1Br
 : -0.011	1.1	0	-7	-9	1	2	-1	-5
N#CC1=C(SCC(=O)c2ccccc2)NC2=C(C(=O)CCC2)C1c1ccco1 (centres undefined)
 : .	0.1	11	.	94*	.	.	.	0
Cc1cc(C)cc(N(C(C)C(=O)NC2CCCC2)S(C)(=O)=O)c1 (centres undefined)
 : -0.22	0.5	9	-2	47	10	1	2	-7

Next part.
SMILES | hDAT+cocaine | CYP2C19 activ | PostGolgi ctrl | S1P2 ag | CYP2C19 inh | S1P2 antag | sEH act | sEH inhibitor | PostGolgi yeast
COc1cc(S(=O)(=O)N2CCC(C(N)=O)CC2)c(C)cc1C | -1.1 | 0.3 | -3 | -3 | 69* | 7 | -4 | 4 | -4
CN(C)CCNC(=O)Cn1nc(-c2ccc(Cl)cc2)ccc1=O | . | 0.9 | 8 | -4 | 8 | 21 | 11 | -12 | 3
NC(=O)C1CCN(CC(=O)NCc2ccccc2)CC1 | -0.21 | 1 | 7 | -1 | -2 | 2 | 0 | -1 | 0
COc1ccc(-c2ccc(C#N)c(SCC(=O)OCc3ccccc3)n2)cc1OC | 1.3 | 0.8 | 20 | -4 | 22 | 16 | -1 | -2 | 0
O=C1N2CCSC2=NC1(Nc1nccs1)C(F)(F)F (centres undefined) | 0.055 | 1.1 | 4 | 0 | -7 | -25 | 0 | 0 | -10
COc1ccc(C2CC3(CC(C)(C)NC(=O)N3)Oc3cc(O)ccc32)cc1 (centres undefined) | -0.16 | 0.9 | -3 | -16 | 10 | 12 | 10 | -13 | 24
COc1ccc(N=C2C(=Nc3ccc(OC)cc3)N(c3ccc(OC)cc3)C(=S)N2c2ccccc2)cc1 | -0.61 | 1 | 4 | 0 | 4 | 9 | -17 | 19 | 6
Cc1ccc(OCCCCn2cnc3ccccc32)c(C)c1 | -1.5 | 0.7 | 32* | -3 | 35 | 6 | 6 | -5 | -4
CC(C)n1c(SCCCc2ccccc2)nc2c1c(=O)[nH]c(=O)n2C | 0.42 | 0.8 | 29 | 0 | 24 | -17 | 20 | -21 | 0
CCN1C(=O)C2C(c3cccc(F)c3)NC(C)(C(=O)OC)C2C1=O (centres undefined) | -0.47 | 0.9 | -1 | -7 | 9 | 10 | -10 | 9 | 14
O=C(c1ccccc1)N1CCN(CC#CC2(O)CCCCC2)CC1 | -0.13 | 1.1 | 5 | -6 | -10 | 16 | . | . | 11
Cc1nc2cc(-c3ccsc3-n3c(C)ccc3C)[nH]n2c(=O)c1Cl | -0.91 | 1.1 | 11 | -1 | -14 | 1 | 2 | -2 | -4
Cc1ccc(N(CC(=O)Nc2ccc3c(c2)OCCO3)S(=O)(=O)c2c(C)noc2C)cc1 | -0.72 | 1 | 23 | -2 | -4 | -13 | -5 | 8 | -6
O=C(CSc1nnnn1-c1ccc(O)cc1)Nc1cccc(S(=O)(=O)N2CCCC2)c1 | -0.29 | 0.1 | 18 | -3 | 93* | -37 | -8 | 10 | 10
Cc1c(NS(=O)(=O)N2CCCCC2)c(=O)n(-c2ccccc2)n1C | -0.33 | 0.3 | 10 | -8 | 74* | -13 | 7 | -9 | 3
O=C1NC2(Nc3ccccc31)C(=O)Nc1ccccc12 (centres undefined) | 0.48 | 1 | 14 | -1 | -3 | -17 | -6 | 7 | 44*
CC(C)(C)OC(=O)N1CCC(C(N)=O)CC1 | -0.2 | 1 | -3 | . | 2 | . | . | . | 4
COc1ccc(C2CC(c3c(-c4ccccc4)c4cc(Cl)ccc4[nH]c3=O)=NN2S(C)(=O)=O)cc1OC (centres undefined) | 0.16 | 1.2 | 24 | -8 | -24 | -6 | 2 | 2 | 3
O=C(Cn1nc(C(F)(F)F)c2c1CCC2)NCc1ccc(Cl)cc1 | -0.13 | . | . | 0 | . | -3 | 9 | -4 | .
Cc1ccc(CNC(=O)CCS(=O)(=O)c2ccc(Br)s2)cc1 | 0.042 | 0.8 | 6 | -3 | 16 | -4 | -26 | 25 | -5
O=C(CCn1c(=O)oc2ccccc21)N1CCN(c2ccc(F)cc2)CC1 | 1.2 | 0.8 | 6 | . | 16 | . | . | . | -1
CN(CCNS(=O)(=O)c1ccc2c(c1)oc(=O)n2C)Cc1ccccc1 | -0.033 | 0.7 | -3 | . | 26 | . | . | . | 3
O=C1c2[nH]nc(-c3ccccc3O)c2C(c2cccc(Cl)c2)N1Cc1ccco1 (centres undefined) | -0.78 | 0.1 | 26 | -3 | 87* | -4 | . | . | -7
O=C(N/C(=C\c1ccco1)C(=O)N1CCCC1)c1cccs1 | 0.037 | 0.9 | 4 | -4 | 5 | 11 | 10 | -7 | 4

Record cards, as listed above. Screens in order: hDAT+cocaine, CYP2C19 activ, PostGolgi ctrl, S1P2 ag, CYP2C19 inh, S1P2 antag, sEH act, sEH inhibitor, PostGolgi yeast
Cc1cccc(-c2onc3ccc(C4(C)OCCO4)cc23)c1 in the list: -0.32, 0.1, 18, -2, 88*, -10, 6, -8, 19
Cc1ccc(CNC(=O)CCS(=O)(=O)c2ccc(Br)s2)cc1 in the list: 0.042, 0.8, 6, -3, 16, -4, -26, 25, -5
CCn1c(O)c(/C=N/N=C2CCCC2)c2ccc(C3=NNC(=O)CC3)cc21 in the list: -0.49, 0.8, 8, 0, 20, -28, 3, 0, 1
CN(C)CCNC(=O)Cn1nc(-c2ccc(Cl)cc2)ccc1=O in the list: ., 0.9, 8, -4, 8, 21, 11, -12, 3
O=C(Nc1cccc(Cl)c1)C1CCCN(S(=O)(=O)c2ccc(F)cc2)C1 (centres undefined) in the list: 0.092, 0.8, 14, -5, 23, 18, -28, 28, -6

The results go on.
SMILES | hDAT+cocaine | CYP2C19 activ | PostGolgi ctrl | S1P2 ag | CYP2C19 inh | S1P2 antag | sEH act | sEH inhibitor | PostGolgi yeast
Cc1ccc(F)cc1NC(=O)CCC(=O)c1cccs1 | -0.27 | 0.1 | 2 | -1 | 89* | 0 | -3 | 4 | 0
CCCC(C)C1C(C#N)=C(N)Oc2cc(C)oc(=O)c21 (centres undefined) | . | . | . | -3 | . | -1 | 14 | -8 | .
COc1cc(S(=O)(=O)NCc2cccnc2)ccc1F | 0.18 | 0.2 | 5 | -1 | 83* | -11 | 5 | -2 | 1
O=C(Nc1ccccc1N1CCN(c2ccc(F)cc2)CC1)c1ccccc1 | -1.7 | 0.7 | 0 | -3 | 28 | -10 | 7 | -6 | 9
CC(=O)CC1(C)OC(N)=C(C#N)C1(C#N)C#N (centres undefined) | 0.18 | 0.9 | 11 | -5 | 5 | 9 | 2 | -5 | -1
CC1CCCN(C(=O)C2CCN(CC3CC=CCC3)CC2)C1 (centres undefined) | 0.38 | 1 | 5 | -1 | -1 | -12 | 1 | 0 | 2

Bioassay records (PubChem BioAssay)
